# CRFBP-R2 agonist: agonists of CRF-BP/CRF-R2 complex, primary screen, cell-based, HEK293, calcium dye fluorescence, uHTS; calcium dye fluorescence (FLIPR); percent of saturating CRF peptide response; AID 588473, 2011; 350,000 tested, 0.46% active; activation, % at 13.2 µM;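 active = activation of at least 50%, plus an integration ratio under a set limit after plate pattern correction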;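 note: plate controls were neutral control wells without compound for no effect and CRF at EC100 for full effect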
# M4 ag: human M4 muscarinic receptor agonists, primary screen, CHO-K1 cells, Fluo-8 calcium fluorescence; CHO-K1 hM4/Gqi5; vehicle 0%, full acetylcholine response 100%; AID 624127, 2012; 360,000 tested, 0.14% active; activation, % at 3 µM;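 active = activation above the run mean over all test wells plus 3 SD, cut at about 32% in these data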;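 note: peak over basal fluorescence ratio per well then scaled between controls; 0% = DMSO wells and 100% = acetylcholine at EC100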
# CHRM4 antagonist: human M4 muscarinic receptor antagonists, primary screen, CHO cells, Fluo-8 calcium fluorescence | Muscarinic acetylcholine receptor M4 (Homo sapiens), P08173 | 360,000 tested, 0.73% active | inhibition, % at 3 µM | CHO-hM4 cells, ACh EC80;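 active = inhibition above its plate's cutoff, the mean inhibition of sample wells plus 3 SD, cut at about 27% in these data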;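 note: 0% = acetylcholine EC80 with DMSO and 100% = DMSO without agonist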
# M4 PAM: human M4 muscarinic receptor positive allosteric modulators, primary screen, CHO-K1 cells, Fluo-8 calcium fluorescence; Muscarinic acetylcholine receptor M4 (Homo sapiens), P08173; CHO-K1 hM4/Gqi5, ACh EC20; 0% = ACh EC20, 100% = maximal ACh; activation, % at 3 µM; 360,000 tested, 0.4% active; AID 624126, 2012;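 active = activation above its plate's cutoff, the mean activation of sample wells plus 3 SD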; note: some results filed as inactive read as strong as hits
# CRFBP-R2 block: antagonists of CRF-BP/CRF-R2 complex, primary screen, cell-based, HEK293, calcium dye fluorescence, uHTS. inhibition, % at 11.8 µM. AID 588475, 2011. 350,000 tested, 0.59% active. CRF-induced calcium fluorescence;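 active = inhibition of the ligand-induced calcium signal above about 50% at the single tested concentration, limit read from the data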
# IDE cell inh: human IDE inhibitors in live cells, primary screen, fluorescence polarization, HEK cells, FAbetaB substrate; Insulin-degrading enzyme (Homo sapiens), P14735; FAbetaB cleavage; inhibition, % at 5.59 µM; 320,000 tested, 0.41% active; AID 434962, 2010;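 active = percent inhibition above the average of all tested compounds plus 3 SD, set per screening campaign, cut at about 16% in these data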;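 note: IDE supplied by intact live HEK cells; FP after avidin binding of uncleaved biotin substrate so inhibition keeps polarization high; 0% = DMSO wells and 100% = 60 µM reference IDE inhibitor Ii1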
# Target sequence (P14735 whole entry, looked up): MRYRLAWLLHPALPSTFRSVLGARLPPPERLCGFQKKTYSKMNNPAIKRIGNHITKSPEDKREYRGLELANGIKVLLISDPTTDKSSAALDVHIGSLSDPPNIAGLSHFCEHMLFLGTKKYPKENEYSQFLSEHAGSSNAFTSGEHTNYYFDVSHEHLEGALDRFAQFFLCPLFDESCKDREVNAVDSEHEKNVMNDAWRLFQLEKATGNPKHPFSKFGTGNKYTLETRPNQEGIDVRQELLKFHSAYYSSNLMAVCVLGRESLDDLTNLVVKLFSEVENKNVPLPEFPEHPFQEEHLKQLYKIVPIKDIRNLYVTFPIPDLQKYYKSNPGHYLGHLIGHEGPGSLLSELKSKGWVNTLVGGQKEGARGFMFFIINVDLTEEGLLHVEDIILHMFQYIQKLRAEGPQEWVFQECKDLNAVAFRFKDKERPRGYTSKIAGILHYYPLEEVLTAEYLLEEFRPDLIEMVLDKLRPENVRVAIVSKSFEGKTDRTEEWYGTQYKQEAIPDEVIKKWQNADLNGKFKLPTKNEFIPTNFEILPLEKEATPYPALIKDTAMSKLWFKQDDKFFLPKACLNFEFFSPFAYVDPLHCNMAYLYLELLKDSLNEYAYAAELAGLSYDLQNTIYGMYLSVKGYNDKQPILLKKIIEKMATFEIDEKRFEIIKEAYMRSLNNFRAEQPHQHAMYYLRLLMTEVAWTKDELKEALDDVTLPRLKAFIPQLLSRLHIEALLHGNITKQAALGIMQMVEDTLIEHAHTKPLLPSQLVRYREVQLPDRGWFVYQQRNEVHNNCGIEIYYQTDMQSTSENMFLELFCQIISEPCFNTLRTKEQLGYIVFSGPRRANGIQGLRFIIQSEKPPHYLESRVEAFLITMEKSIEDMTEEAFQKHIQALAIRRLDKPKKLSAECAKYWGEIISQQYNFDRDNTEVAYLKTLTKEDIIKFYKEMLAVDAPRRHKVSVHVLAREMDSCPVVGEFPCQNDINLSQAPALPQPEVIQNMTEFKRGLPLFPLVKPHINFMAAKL
# M5 PAM: human M5 muscarinic receptor positive allosteric modulators, primary screen, CHO-K1 cells, Fluo-8 calcium fluorescence | Muscarinic acetylcholine receptor M5 (Homo sapiens), P08912 | CHO-K1 hM5, ACh EC20 PAM; 0% = ACh EC20, 100% = ACh EC100 | activation, % at 3 µM | 360,000 tested, 0.3% active | AID 624038, 2012;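 active = activation above the run cutoff, the mean activation of all test compounds plus 3 SD, cut at about 18% in these data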
#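 system = human M5 receptor in CHO-K1 cells | compound = one concentration, 3 µM final (nominal) | schedule = Post-acetylcholine fluorescence recording 140 s | signal = Fluo-8 calcium dye fluorescence, kinetic read | benchmarks = low control EC20 acetylcholine (0%), high control EC100 acetylcholine (100%) | repeats = singlicate, one well per test compound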
# M5 antag: human M5 muscarinic receptor antagonists, primary screen, CHO cells, Fluo-8 calcium fluorescence | AID 624040, 2012 | CHO-hM5 cells, ACh EC80 | Muscarinic acetylcholine receptor M5 (Homo sapiens), P08912 | 360,000 tested, 0.59% active | inhibition, % at 3 µM;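 active = inhibition above a per-plate cutoff, the mean of that plate's test compounds plus 3 SD, cut at about 27% in these data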;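 note: 0% = acetylcholine EC80 with DMSO and 100% = DMSO without agonist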
# CHRM5 agonist: human M5 muscarinic receptor agonists, primary screen, CHO-K1 cells, Fluo-8 calcium fluorescence; activation, % at 3 µM; AID 624037, 2012; CHO-K1 hM5 cells; 0% DMSO wells, 100% maximal acetylcholine response; 360,000 tested, 0.19% active;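 active = activation above the run's mean over test compounds plus 3 SD, cut at about 23% in these data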;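 note: signal is peak over basal fluorescence ratio across the kinetic read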
# Starred values were filed as active, the others as inactive; . = no result given.
SMILES,CRFBP-R2 agonist,M4 ag,CHRM4 antagonist,M4 PAM,CRFBP-R2 block,IDE cell inh,M5 PAM,M5 antag,CHRM5 agonist
COc1ccc(-n2c(SCC(=O)OC(C)C)nnc2-c2ccccn2)cc1,-0.2,0,1,3,1,0,6,-3,-1
COc1cc(NC(=O)C(C)C)ccc1NC(=O)c1ccco1,0.4,2,9,8,-4,-4,-6,2,2
Cc1ccccc1NC(=O)c1ccc(CN2CCc3ccccc3C2)cc1,1.0,0,17,-13,7,2,-4,6,-6
O=C(O)CCC(=O)N1CCN(c2cccc(Cl)c2)CC1,1.4,1,7,1,-4,-1,1,-6,-10
CCS(=O)(=O)N1CCN(S(=O)(=O)c2ccc3c(c2)OCCO3)CC1,0.2,2,8,-4,3,-1,-2,18,-1
O=C1C[C@@H](c2ccc(O)cc2)Oc2cc(O)cc(O)c21,1.2,1,-10,4,1,4,11,-2,8
Nc1nnc(N)c2ccccc12,-0.7,-1,-2,-1,1,0,7,-4,-1
Cn1c(N)nc2nc(CCc3ccccc3)c(=O)[nH]c2c1=O,9.8,3,-4,1,-5,-2,-1,-1,-2
CCCCCCCC(=O)NNC(=O)CC(=O)Nc1ccccc1C(=O)O,1.5,0,16,13,-28,0,13,12,-1
CCOC(=O)N1CCC(N(CCN(C)C)C(=S)Nc2cccc(Cl)c2)CC1,-2.3,0,1,-9,-6,-2,7,8,-10
S=C(NCCc1ccccc1)N/N=C/c1c(Cl)cccc1Cl,0.1,-1,1,-10,-11,-3,-10,8,0
COc1ccc(CNC(=O)c2[nH]c(C)c(C(C)=O)c2C)cc1,0.4,2,9,-2,-4,1,-3,18,-2
O=C(O)CCc1nn2c3ccccc3n(CC(=O)O)c2nc1=O,3.3,2,0,15,13,0,-2,-7,-4
Cc1cc(S(=O)(=O)Nc2c(NC3CCCCC3)c3ccccc3oc2=O)ccc1F,0.3,1,-4,4,-21,-2,-1,0,0
CC(CCc1ccccc1)NC(=O)c1ccccc1F (configuration not stated),-0.2,0,-15,3,5,9,5,2,-1
O=C(Nc1ccc2c(c1)OCO2)N1CCC(CO)(CC2CCCCO2)CC1 (configuration not stated),-1.9,20,1,-7,2,3,-18,19,1
C/C(=N/NC(=O)CSc1nc2ccccc2n1C)c1ccc(O)cc1,-1.7,3,0,-5,10,-2,-4,-7,-1
COc1cc(NC(=O)COC(=O)CC(C)(C)C)c(C)cc1[N+](=O)[O-],-2.9,1,2,0,32,-5,-7,15,-2
CC(C)N(C(=O)COC(=O)c1cc(Cl)cc(Cl)c1N)C(C)C,0.3,-3,11,-11,21,1,-15,27*,-7
Oc1ccccc1-c1nc(NC2CCCC2)c2ccccc2n1,2.2,2,9,-4,-59,2,-2,4,-1
COc1cccc(C(=O)Nc2ccccc2)c1,0.8,0,1,4,-6,-1,-1,-2,-3
O=C(CNS(=O)(=O)c1cccc(C(F)(F)F)c1)Nc1ccccc1F,-4.8,0,-2,4,5,2,-6,-2,2
C[C@H](CO)N1C[C@H](C)[C@@H](CN(C)S(=O)(=O)c2ccccc2)Oc2ccc(NC(=O)CCN3CCOCC3)cc2C1=O,0.8,1,8,14,-7,5,-8,16,1
COc1ccc2[nH]c(C(=O)N3CCC(CO)(Cc4cccc(C(F)(F)F)c4)CC3)c(C)c2c1,2.1,4,-1,1,-6,-4,2,5,1
O=C(c1ccc2c(c1)N(Cc1ccc(F)cc1)C(=O)c1ccccc1S2(=O)=O)N1CCN(c2ccccn2)CC1,-0.3,8,-5,-7,-23,11,-12,8,-2
O=C(CSc1nc2c(sc3ccccc32)c(=O)n1CCc1ccccc1)NCc1ccco1,-0.5,2,8,-4,-2,6,3,4,2
C[C@H]1CN=C(N(C)C)N1CC1CCCC1,0.6,0,11,-3,-3,-1,4,1,-6
COc1cc(C(=O)NCCOc2cccc3cccnc23)cc(OC)c1OC,0.4,1,-16,15,-12,3,5,7,-2
Nc1nc(CSc2nnnn2-c2ccc(Cl)cc2)nc(N2CCOCC2)n1,-1.1,0,11,0,9,6,1,2,1
O=C(Nc1ccccc1OC(F)F)c1ccccc1,6.2,0,-1,6,5,-2,-3,-3,1

# Ordered by molar mass (low to high): eleven of the compounds above.
SMILES,CRFBP-R2 agonist,M4 ag,CHRM4 antagonist,M4 PAM,CRFBP-R2 block,IDE cell inh,M5 PAM,M5 antag,CHRM5 agonist
COc1cccc(C(=O)Nc2ccccc2)c1,0.8,0,1,4,-6,-1,-1,-2,-3
O=C(Nc1ccccc1OC(F)F)c1ccccc1,6.2,0,-1,6,5,-2,-3,-3,1
COc1cc(NC(=O)COC(=O)CC(C)(C)C)c(C)cc1[N+](=O)[O-],-2.9,1,2,0,32,-5,-7,15,-2
CC(C)N(C(=O)COC(=O)c1cc(Cl)cc(Cl)c1N)C(C)C,0.3,-3,11,-11,21,1,-15,27*,-7
C/C(=N/NC(=O)CSc1nc2ccccc2n1C)c1ccc(O)cc1,-1.7,3,0,-5,10,-2,-4,-7,-1
O=C(CNS(=O)(=O)c1cccc(C(F)(F)F)c1)Nc1ccccc1F,-4.8,0,-2,4,5,2,-6,-2,2
COc1cc(C(=O)NCCOc2cccc3cccnc23)cc(OC)c1OC,0.4,1,-16,15,-12,3,5,7,-2
Nc1nc(CSc2nnnn2-c2ccc(Cl)cc2)nc(N2CCOCC2)n1,-1.1,0,11,0,9,6,1,2,1
COc1ccc2[nH]c(C(=O)N3CCC(CO)(Cc4cccc(C(F)(F)F)c4)CC3)c(C)c2c1,2.1,4,-1,1,-6,-4,2,5,1
O=C(CSc1nc2c(sc3ccccc32)c(=O)n1CCc1ccccc1)NCc1ccco1,-0.5,2,8,-4,-2,6,3,4,2
O=C(c1ccc2c(c1)N(Cc1ccc(F)cc1)C(=O)c1ccccc1S2(=O)=O)N1CCN(c2ccccn2)CC1,-0.3,8,-5,-7,-23,11,-12,8,-2

# (more compounds)
SMILES,CRFBP-R2 agonist,M4 ag,CHRM4 antagonist,M4 PAM,CRFBP-R2 block,IDE cell inh,M5 PAM,M5 antag,CHRM5 agonist
CCCS(=O)(=O)NC(=O)C1(C)CCCN(C(=O)c2nc3ccccc3s2)C1 (configuration not stated),.,0,-6,5,.,.,1,6,1
Cc1cccc(C)c1NC(=S)/C(=C(\[O-])c1cccs1)[n+]1ccccc1,-1.8,0,7,-6,-1,-6,-1,2,-6
O=[N+]([O-])c1ccc(N2CCc3ccccc3C2)cc1,-3.2,0,3,-7,1,8,-13,19,-11
O=C(c1cccc(S(=O)(=O)N2CCCCC2)c1)N1CCN(S(=O)(=O)c2ccc(F)cc2)CC1,-0.8,2,-5,0,10,-2,-6,-4,-4
Cc1cccc(C(=O)OCC(=O)N2CCc3ccccc3C2)c1O,0.2,3,-11,-3,5,1,-12,3,-5
O=C(O)/C=C\C(=O)NCc1cccnc1,0.3,1,-7,0,-6,-1,0,5,-2
O=C(/C=C/c1ccc([N+](=O)[O-])s1)N1CCCC1,1.1,-1,10,4,14,2,0,9,-1
COc1cccc(CN2CCC2(C)C(=O)Nc2ccc(C)cc2)c1F (configuration not stated),.,3,-2,2,.,.,-1,1,-1
Cc1ccc(-n2c(SCC(=O)N/N=C/c3ccccc3OCC(=O)O)nc3ccccc3c2=O)cc1,-0.5,-1,-7,5,16,-2,-4,7,0
COc1ccc(-c2ccc(=O)n(CC(=O)Nc3ccc(C(=O)NC4CC4)cc3)n2)cc1OC,1.9,0,6,-1,12,-1,-6,1,-1
CCC1(C)Cc2c(sc3c2c(=O)n(C)c2nnc(SCC(=O)c4ccccc4)n32)CO1 (configuration not stated),0.3,0,5,-13,-8,6,-2,9,-1
O=C(CC1(O)C(=O)N(C/C=C/c2ccccc2)c2ccccc21)c1ccccn1 (configuration not stated),0.4,12,-1,-8,-15,4,-10,-2,12
CCN(CC)CC(O)CN1c2ccccc2Sc2ccccc21 (configuration not stated),0.1,5,15,-18,7,-1,-18,39*,-6
CC(C)CCNC(=O)[C@H](Cc1ccccc1)N1Cc2ccccc2C1=O,-0.7,5,-5,-8,-8,3,-8,17,-5
COC(OC)c1ccnc(SCc2ccccc2Cl)n1,0.5,0,8,14,5,1,-7,1,-6
C=CCc1cccc(/C=N/n2cnnc2)c1O,11,1,13,41*,-4,-1,0,-2,2
CCOC(=O)C1CCCCN1Cc1cccc(OC)c1OC (configuration not stated),-0.2,1,6,-2,-5,-1,2,-3,1
CCn1c(C)nnc1SCC(=O)NC1CCCCCC1,-1.0,1,9,-5,2,7,4,-5,-3
CCN(C[C@H]1N[C@@](C)(C(=O)OC)[C@H]2C(=O)N(C)C(=O)[C@@H]12)C(=O)Nc1ccc(F)cc1,1.5,1,-12,-2,-17,5,-1,-10,2
COc1ccccc1Nc1cc(C)nc2c(C)ccc([N+](=O)[O-])c12,-1.5,-3,-3,-1,17,-4,-2,7,-5
O=C(NC1CCCC1)C1CCN(c2nccs2)CC1,1.1,1,-7,-1,-29,8,-4,-10,-2
OCCn1c(SCCOc2ccccc2)nc2ccccc21,-0.1,5,-5,4,-2,-3,-2,-4,3
O=C(O)[C@@H]1CCCN1C(=O)c1ccco1,1.2,1,-2,1,4,-2,-2,1,0
CCOC(=O)C1CCN(C2=NC(=O)/C(=C/c3ccc(O)cc3)S2)CC1,-0.2,2,-3,5,2,2,-1,7,-1
COc1ccc(Cc2c(-c3cccc(Br)c3)nc3ccc(Cl)cn23)c(C)c1,.,-1,0,-4,.,.,-1,-2,-1
Cc1nc(-c2ccccc2)sc1C(=O)O,-0.2,1,-7,3,-6,-1,9,-5,0
O=C(NCc1ccco1)c1cccc2c1C(=O)c1ccc(N3CCCC3)cc1S2(=O)=O,26,40*,-10,-11,-16,6,-13,11,20
COC(=O)c1cc(S(=O)(=O)N2CCCCCC2)cn1C,0.3,2,-10,5,12,2,3,2,-3
CC(=O)NS(=O)(=O)c1ccc(NC(=O)c2cccc3ccccc23)cc1,2.8,0,2,-2,-9,4,3,3,2
CC(=O)Nc1cccc(C(=O)OCc2ccc([N+](=O)[O-])cc2)c1,-2.2,3,3,-3,21,9,-8,13,-3
